Source: PubChem BioAssay
CHT allo act – allosterically activates the human high affinity choline transporter. Q9GZV3. CHT-expressing cells, membrane potential dye, choline EC20; stronger effect = higher value; LV-AA mutant CHT in HEK293 cells. B-score at 10 µM. 0.49% of 310,000 active;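 active means initial fluorescence not abnormally high and integrated response B-score, plate-corrected, over 3 SD above library mean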
Target sequence (Q9GZV3 whole entry, looked up): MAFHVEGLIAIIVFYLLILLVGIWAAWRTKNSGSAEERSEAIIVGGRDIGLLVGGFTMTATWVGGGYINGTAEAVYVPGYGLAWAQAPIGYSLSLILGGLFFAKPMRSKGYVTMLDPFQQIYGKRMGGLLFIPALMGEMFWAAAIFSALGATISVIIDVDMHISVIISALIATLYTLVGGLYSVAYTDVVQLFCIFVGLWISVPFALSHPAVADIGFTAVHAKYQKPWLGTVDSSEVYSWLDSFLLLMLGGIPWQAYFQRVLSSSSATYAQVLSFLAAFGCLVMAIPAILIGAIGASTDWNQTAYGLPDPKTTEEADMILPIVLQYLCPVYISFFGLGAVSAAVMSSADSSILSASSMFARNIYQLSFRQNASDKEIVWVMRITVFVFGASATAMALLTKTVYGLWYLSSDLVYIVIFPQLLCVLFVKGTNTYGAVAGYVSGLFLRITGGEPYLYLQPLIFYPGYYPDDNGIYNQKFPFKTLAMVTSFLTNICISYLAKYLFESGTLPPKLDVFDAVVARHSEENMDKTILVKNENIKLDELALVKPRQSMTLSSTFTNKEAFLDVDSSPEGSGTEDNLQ
OX1R antagonist – antagonists of human orexin 1 receptor; O43613; CHO/OX1R cells, Fluo-8 calcium fluorescence, orexin A; inhibition, % at 5 µM; 0.43% of 330,000 active;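 active means inhibition above its plate's threshold, mean inhibition of all tested compounds on the plate plus 3 SD, cut at about 37% in these data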;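 further: 0% = orexin A challenge wells and 100% = SB-334867-A antagonist wells; not every result past the cut was called active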
Target sequence (O43613 whole entry, looked up): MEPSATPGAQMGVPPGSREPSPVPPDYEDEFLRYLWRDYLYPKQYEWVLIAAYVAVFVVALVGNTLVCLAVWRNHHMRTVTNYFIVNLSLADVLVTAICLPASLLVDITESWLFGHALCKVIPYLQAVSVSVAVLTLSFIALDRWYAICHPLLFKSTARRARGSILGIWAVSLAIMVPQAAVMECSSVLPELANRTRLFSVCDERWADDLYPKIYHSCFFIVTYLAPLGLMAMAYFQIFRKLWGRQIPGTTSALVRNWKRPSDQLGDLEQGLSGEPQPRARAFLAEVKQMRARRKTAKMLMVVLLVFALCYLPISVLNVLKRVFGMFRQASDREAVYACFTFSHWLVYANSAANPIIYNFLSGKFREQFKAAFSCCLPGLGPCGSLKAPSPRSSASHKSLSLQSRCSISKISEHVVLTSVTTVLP
The depositor's hits bear a star; i = inactive; . = not tested or not shown.

Results follow in this order: CHT allo act, OX1R antagonist
COC(=O)[C@@]12CCCCN1[C@H](c1ccc(SC3CCCCC3)cc1)[C@@H]1C(=O)N(C)C(=O)[C@@H]12
    i, -16
CCCNS(=O)(=O)c1cccc2cccnc12
    i, -5
CSc1ccc(-c2nc(CSCC(=O)NC3CC3)c(C)o2)cc1
    i, -21
O=[N+]([O-])c1cccc(-c2ccc(CN3CCCCC3)o2)c1
    i, -14
CCN1C(=O)CCCc2ccccc21
    i, -10
CCOC(=O)N1CCN(c2ncnc3scc(-c4ccc(Cl)cc4)c23)CC1
    i, -41
COc1cccc(Oc2c(C)oc3c(CN4CCCCC4)c(O)ccc3c2=O)c1
    i, -8
COc1ccc(-c2ccc(CCC(=O)O)n2Cc2ccco2)cc1
    i, -24
CC(=O)N1CCN(S(=O)(=O)c2cccc(C(=O)NC3CCCc4ccccc43)c2)CC1 (configuration not stated)
    i, -44
Cc1cc(N=Nc2ccccc2)c(NCC(O)C(O)C(O)CO)cc1C (configuration not stated)
    i, -9
CC1CCCC(C)N1C(=O)CSCc1ccc(Cl)cc1 (configuration not stated)
    i, -15
Cc1ccc(C(=O)NCCc2ccccc2)cc1
    i, 4
CCC(=O)Nc1ccc(Cl)c(-c2nc3ncccc3o2)c1
    i, -11
O=C(Nc1cccc(Cl)c1)N1CCN(Cc2ccccc2)CC1
    i, -29
OC(CNC1CCCC1)COc1ccccc1Br (configuration not stated)
    i, .
O=c1c2sccc2[nH]c(=S)n1-c1ccccc1
    i, -1
COC(=O)c1ccc(NC(=O)c2ccc3c(c2)C(=O)N(Cc2cccnc2)C3=O)cc1
    i, 4
O=C(NCCc1ccc(Cl)cc1)c1cc(S(=O)(=O)N2CCCCC2)c[nH]1
    i, -27
Cc1onc(C(=O)N2CCN(Cc3ccccc3)CC2)c1[N+](=O)[O-]
    i, -8
Cc1c(Cl)cccc1NC(=S)NC1CCN(C(C)C)CC1
    i, -15
CCOC(=O)C1=C(CN2CCSCC2)NC(=O)NC1c1cccc([N+](=O)[O-])c1 (configuration not stated)
    i, -23
NC(=O)C[n+]1cccc(C(=O)Nc2ccccc2)c1
    i, 7
CCOC(=O)C(=O)Nc1cc(C(=O)OC)cc(C(=O)OC)c1
    i, -10
Cc1cccc(C)c1NC(=O)CNC(=O)c1ccc(COc2ccccc2)o1
    ., -15
Cc1ccc(C(=O)Nc2ncccc2C)cc1S(=O)(=O)N1CCOCC1
    ., -9
O=C(CN1CCC(NC(=O)c2ccccc2F)CC1)NCc1ccc(F)cc1
    i, 2
COc1ccc(CNC(=O)[C@H](C)NC(=O)[C@@H]2Cc3ccccc3CN2)cc1
    i, -15
Cc1ccc(S(=O)(=O)Nc2cc(=O)[nH]c(SCc3ccccc3Cl)n2)cc1
    i, -18
O=C(NCc1ccco1)C1CC(c2ccc(F)cc2)=NO1 (configuration not stated)
    i, -8
COc1ccc(-c2cc(C(F)(F)F)nc(SCC(=O)Nc3cc(C)on3)n2)cc1OC
    i, -20
COc1ccc(C(CNC(=O)c2[nH]c(C)c(C(C)=O)c2C)N2CCOCC2)cc1 (configuration not stated)
    ., -18
COc1cc(/C=N/NC(=O)Cc2csc(N3CCOCC3)n2)cc(OC)c1O
    i, -13
CCOC(=O)c1c(C)n(C)c2ccc(OC(=O)c3ccoc3)cc12
    i, -12
O=C(Nc1ccncc1)c1cccc2ccccc12
    i, -18
CC(=O)Nc1ccc(Oc2ccc(-c3noc(C)n3)cc2)cc1
    i, -9
COc1ccc(S(=O)(=O)N(CC(=O)N2CCCC2)Cc2ccccc2)cc1
    i, -26
O=C(NCCNC(=O)c1ccccc1O)c1ccccc1O
    i, -8
CCOc1ccc(-c2c(C(=O)N/N=C(\C)c3ccccc3OC)nnn2-c2nonc2N)cc1
    i, -3
Cc1ccccc1OCC(=O)N/N=C/c1ccc(N(C)C)cc1
    i, -13
CC(C)(C)OC(=O)N1CCC(CNC(=O)c2ccccc2)CC1
    i, -15

A second format for some results above:
structure | CHT allo act | OX1R antagonist
COc1cccc(Oc2c(C)oc3c(CN4CCCCC4)c(O)ccc3c2=O)c1 | i | -8
COc1ccc(-c2ccc(CCC(=O)O)n2Cc2ccco2)cc1 | i | -24
CC(=O)N1CCN(S(=O)(=O)c2cccc(C(=O)NC3CCCc4ccccc43)c2)CC1 (configuration not stated) | i | -44

Other records.
Results follow in this order: CHT allo act, OX1R antagonist
CCN1CCN(CC(=O)Nc2cc(C)on2)CC1
    i, -20
Cc1cccc(C(=O)N2CCC(c3nc4ccccc4s3)CC2)c1
    i, -17
CC1CCCN(c2ccc(C(=O)NCc3cccs3)cn2)C1 (configuration not stated)
    i, -30
COCC(=O)N/N=C\c1ccccc1OC/C=C/c1ccccc1
    i, -9
COc1ccc(CCNC(=O)Cc2cc(OC)c(OC)cc2Br)cc1OC
    i, -32
CCn1nc(C)c(CN2CCN(Cc3cccc(OC)c3)C(CCO)C2)c1C (configuration not stated)
    i, -14
COC(=O)c1cc(S(=O)(=O)N2CCC(c3cc(OC)ccc3OC)C2)c[nH]1 (configuration not stated)
    i, 12
CCOc1ccc(N(CC(=O)Nc2ccc(C)c(C)c2)S(=O)(=O)c2c(C)[nH]c(=O)[nH]c2=O)cc1
    i, -16
CN(Cc1ccccc1)c1nc(N)nc(Cl)c1C=O
    i, -15
OCCCc1nc2ccccc2[nH]1
    i, -12
O=C(CCc1nc2ccccc2[nH]1)NC1CCCCC1
    i, -13
CC1CCCN(c2ncnc3c2cnn3-c2ccccc2)C1 (configuration not stated)
    i, -26
COc1cc(NC(=O)CNc2cccc(S(=O)(=O)N3CCCC3)c2)cc(OC)c1
    i, 4
Oc1ccccc1/C=N/Nc1ncc(Br)cn1
    i, -18
CN1CCc2c(sc(NC(=O)c3ccc([N+](=O)[O-])o3)c2C(N)=O)C1
    i, -3
COc1ccc(NC(=O)CSc2cn[nH]n2)c(OC)c1
    i, -8
COc1ccccc1NC(=O)CN1CCC(n2nnc3cc(F)ccc32)CC1
    i, -26
C[C@H]1C(=O)N(c2ccccc2)[C@@H]1c1ccccc1
    ., -15
CCOC(=O)N1CCC(NC(=O)c2cnn3c(C(F)(F)F)cc(-c4cccc(OC)c4)nc23)CC1
    i, -12
Cc1cccc(CCN=c2c([N+](=O)[O-])nn(-c3ccccc3)n2O)c1
    i, -10

Of the compounds above, 5 contain a nitro group on carbon:
Results follow in this order: CHT allo act, OX1R antagonist
O=[N+]([O-])c1cccc(-c2ccc(CN3CCCCC3)o2)c1
    i, -14
Cc1onc(C(=O)N2CCN(Cc3ccccc3)CC2)c1[N+](=O)[O-]
    i, -8
CCOC(=O)C1=C(CN2CCSCC2)NC(=O)NC1c1cccc([N+](=O)[O-])c1 (configuration not stated)
    i, -23
CN1CCc2c(sc(NC(=O)c3ccc([N+](=O)[O-])o3)c2C(N)=O)C1
    i, -3
Cc1cccc(CCN=c2c([N+](=O)[O-])nn(-c3ccccc3)n2O)c1
    i, -10

(next part)
Results follow in this order: CHT allo act, OX1R antagonist
COc1ccc(C(=O)O/N=C(/c2ccccc2)c2ccncc2)cc1
    i, -16
O=c1c2c(O)cc(O)cc2oc2ccc(O)c(O[C@@H]3O[C@H](CO)[C@@H](O)[C@H](O)[C@H]3O[C@H]3O[C@H](CO)[C@@H](O)[C@H](O)[C@H]3O)c12
    i, -16
Cc1cc(NC(=O)CS(=O)(=O)c2c[nH]c3ccccc23)no1
    i, -1
CCC(C)(C)C(=O)Nc1nnc(CCc2ccccc2)s1
    i, -23
CC(C)c1c(C(=O)N/N=C/c2ccccc2C(=O)O)nnn1-c1nonc1N
    i, -8
CCN(CC(=O)Nc1cc(Cl)ccc1C)C(=O)C1CC(=O)N(Cc2ccccc2)C1 (configuration not stated)
    i, -12
c1cn(-c2ccc(-c3ccnc4ncnn34)cc2)cn1
    8.5*, -5
CC1CCCC(NC(=O)CSc2n[nH]c(=O)n2Cc2ccccc2)C1C (configuration not stated)
    ., -2
Cc1ccc(-c2nc(CS(=O)CC(=O)NCCC(C)C)c(C)o2)cc1 (configuration not stated)
    i, -26
Cc1ccc(S(=O)(=O)C2(C(=O)Nc3cccc(F)c3)CC2)cc1
    i, -29
CC(O)CNc1nc2c(c(=O)n(C)c(=O)n2C)n1C/C=C/c1ccccc1 (configuration not stated)
    i, -2
C=C(C)c1cccc(C(C)(C)NC(=O)Nc2cc(C)ccc2OC)c1
    i, -15
CC(C)(C)C(=O)N1CCN(c2ccc([N+](=O)[O-])c(-n3nc(-c4ccccc4)c4ccccc4c3=O)c2)CC1
    i, -29
O=S(=O)(c1c(F)cccc1F)N1CCCC2CCCCC21 (configuration not stated)
    ., 12
COc1ccc(CCNC2CC(C)N(C)CC2C)cc1OC (configuration not stated)
    i, -8
Cc1cccc(Cn2c(=O)c3c(nc4n3CCN4Cc3ccco3)n(C)c2=O)c1
    i, -44
CCOc1ccc(-c2nnc3sc(COc4ccc(Cl)cc4)nn23)cc1
    i, -25
COc1ccc(OCCCn2ccnc2)cc1
    i, -8
O=C1CCN(Cc2ccccc2)C=C1c1ccc(Br)cc1
    ., 5
CCOC(=O)CN1C(=O)/C(=C2\SC(=S)N(NC(=O)c3cccnc3)C2=O)c2ccccc21
    i, -9
O=C(CNC(=O)c1ccc(Br)o1)Nc1ccncc1
    i, -3
C=CCc1c(C)nc(C)nc1N/N=C/c1ccccc1O
    i, -12
Cc1c(-c2ccccc2)oc2c(C(=O)N3CCN(c4ccc([N+](=O)[O-])cc4)CC3)cccc2c1=O
    i, -23
CCCn1c(O)c(N=NC(=O)CNC(=O)Cc2ccc(OC)cc2)c2ccccc21
    i, -32
Cc1cc(N2C(=O)C(=O)/C(=C(/O)c3ccc(Cl)cc3)C2c2cccc(Br)c2)no1 (configuration not stated)
    i, -2
CC1CC(O)(Cc2ccccc2)C(C)CN1C (configuration not stated)
    i, 3
Cc1ccc(C(=O)N(CC(=O)NC2CCCCC2)c2ccccc2F)s1
    i, -17
CCN(CC)S(=O)(=O)c1ccc(/C=C/C(=O)OCC(=O)Nc2ccc(C(N)=O)cc2)cc1
    i, 7
O=C(Nn1cc(C(=O)N2CCN(c3ccccc3F)CC2)c2ccccc2c1=O)c1cnccn1
    i, -21
O=C(Oc1ccc(-c2nc(-c3ccccn3)no2)cc1)c1ccccc1
    i, -13
O=C(NCCc1ccccc1F)/C(=C/c1cccnc1)NC(=O)c1ccccc1
    i, -20
CCOc1ccc(OCCSc2nc3ccccc3c(=O)[nH]2)cc1
    i, -6
CC(NC(=O)COC(=O)/C=C/c1ccc([N+](=O)[O-])cc1)c1ccccc1 (configuration not stated)
    i, -4
COc1ccc(C(=O)NC2(C(F)(F)F)C(=O)Nc3c2c(=O)[nH]c(=O)n3CCc2ccc(OC)c(OC)c2)cc1 (configuration not stated)
    i, -1
O=C(c1ccc(F)cc1)N(Cc1cccs1)C1CCS(=O)(=O)C1 (configuration not stated)
    i, -21
CCNC(=S)N/N=C/c1ccc(OCC(=O)Nc2ccc(OC)cc2)c(OC)c1
    i, -2
CCOc1ccccc1CNC(=O)Cn1ccc2cc(S(=O)(=O)N3CCCC3)ccc21
    i, -13
CCCC(=O)Nc1ccc2oc(-c3cncc(Br)c3)nc2c1
    i, -8
Cc1ccc2nc(S(=O)(=O)O)[nH]c2c1
    i, -11
CCCCCCCCCCNC(=O)C(=O)Nc1ccccn1
    i, -8

Some of these compounds in order of number of heavy atoms, rising:
Results follow in this order: CHT allo act, OX1R antagonist
Cc1ccc2nc(S(=O)(=O)O)[nH]c2c1
    i, -11
O=[N+]([O-])c1cccc(-c2ccc(CN3CCCCC3)o2)c1
    i, -14
Cc1ccc(C(=O)Nc2ncccc2C)cc1S(=O)(=O)N1CCOCC1
    ., -9
CC(O)CNc1nc2c(c(=O)n(C)c(=O)n2C)n1C/C=C/c1ccccc1 (configuration not stated)
    i, -2
COc1cc(/C=N/NC(=O)Cc2csc(N3CCOCC3)n2)cc(OC)c1O
    i, -13

Additional compounds:
Results follow in this order: CHT allo act, OX1R antagonist
S=C(c1c[nH]c2ccccc12)N1CCCC1
    i, -8
COc1ccccc1-n1c(SCC(=O)Nc2ccc(F)cc2)nc2c(c1=O)SCC2
    i, -26
C=CCn1c(SCC(=O)NC2CCS(=O)(=O)C2)nnc1-c1ccncc1 (configuration not stated)
    i, -2
COc1cccc(N2CC(C(=O)Nc3nnc(SCC(=O)N4CCCC4)s3)CC2=O)c1 (configuration not stated)
    i, -17
CCOc1ccc(NS(=O)(=O)c2ccc3[nH]c(=O)oc3c2)cc1
    i, -26
OCCCNC(=S)Nc1ccc2nccnc2c1
    i, -1
CCNS(=O)(=O)c1ccc(NC(=O)Nc2cccc(OC)c2)cc1
    i, -14
C=COCCNC(=S)N1CCOCCOCCN(C(=S)NCCOC=C)CCOCCOCC1
    i, -26
Cc1cc(C(=O)COC(=O)c2ccc(Br)o2)c(C)n1C
    i, -15
Nc1ccnn1-c1ccccc1
    i, -6
CC1(C)Cc2[nH]c(=O)c(C#N)cc2CS1
    i, -16
COc1ccc(NC(=O)c2ccccc2SC)c(OC)c1
    i, -19
COc1ccc(NC(=O)c2cccc(N3C(=O)C4C5C=CC(C5)C4C3=O)c2)cc1Cl (configuration not stated)
    i, -8
O=C(COc1ccc2c3c(c(=O)oc2c1)CCC3)NCC1CCC(C(=O)O)CC1 (configuration not stated)
    i, -13
CC1(OC(=O)C2CCCC2)C(=O)C=C2C=C(c3ccsc3)N(C(CO)CO)C=C2C1=O (configuration not stated)
    i, -13
O=C(Nc1ccc([N+](=O)[O-])cc1)N1CCCCCC1
    i, -12
O=C(NC1CCCCCC1)c1cc(=O)[nH]c2ccc(S(=O)(=O)N3CCOCC3)cc12
    i, -23
COCCCNC(=O)CSC1=Nc2ccccc2C2=NC(CC(=O)NCc3ccccc3)C(=O)N12 (configuration not stated)
    i, -17
